Screening data: PubChem BioAssay, National Center for Advancing Translational Sciences (NCATS)
VP16 counter = VP16 counterscreen qHTS for inhibitors of ROR gamma transcriptional activity | 310,000 compounds, 3.5% hits | Potency, µM (doses to about 53.6 µM), without a hit: top-dose activity, negative = inhibition, hits mostly inhibitors | Drosophila S2 Gal4-VP16 UAS-luciferase, luminescence, 20 h | AID 2546, 2010;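 note: Gal4-VP16 expression switched on by copper sulfate through the metallothionein promoter; potency is the fitted concentration of half-maximal effect; % is set by controls: 0 for no effect and ±100 for the full control effect; nearly all actives have a fitted effect of over 50% in size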
NPC1 promoter act = qHTS Assay for NPC1 Promoter Activators. Huh7 NPC1 promoter luciferase reporter, 24 h. Potency, µM (doses to about 9.22 µM), without a hit: top-dose activation, hits mostly activators. 320,000 compounds, 2.4% hits. AID 485313, 2010;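 note: potency is the fitted concentration of half-maximal effect; % of control where 0% means no effect; nearly all actives have a fitted effect of over 60% in size; reporter is driven by a mutant NPC1 promoter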
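Huh7 cells stably carrying NPC1 promoter–luciferase, plated in Opti-MEM with 10% FBS for 2 h, were exposed to compound in DMSO for 24 h at 37 °C; luciferase reagent was added for 10 min and luminescence read.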
FBPA coupling cs = qHTS Assay for Inhibitors of Fructose-1,6-bisphosphate Aldolase from Giardia Lamblia: Coupling assay counterscreen | activity change, negative = inhibition, % at 58.2 µM, hits read low | coupling enzyme system counterscreen, AmpLite Red fluorescence | 290,000 compounds, 0.67% hits | AID 2472, 2010; in the data active = activity change below about -30%; note: % is set by controls: 0 for no effect and ±100 for the full control effect
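Activity here indicates interference with the coupling reaction, not aldolase inhibition. Compounds at 57.5 uM final met coupling enzymes for 10 min at RT; substrate and AmpLite Red detection followed, with a 525/598 nm fluorescence read after 20 min.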
FLuc modulator = qHTS profiling assay for firefly luciferase inhibitor/activator using purifed enzyme and Km concentrations of substrates (counterscreen for miR-21 project). 360,000 compounds, 6.9% hits. Luciferin 4-monooxygenase (Photinus pyralis), P08659. Potency, µM (highest dose often 57.5 µM), without a hit: top-dose activity change, negative = inhibition, hits mostly inhibitors. AID 588342, 2011. purified FLuc, Km substrates, luminescence inhibition;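 note: potency is the fitted concentration of half-maximal effect; plate controls were vehicle for no effect and reference inhibitor for full effect; nearly all actives have a fitted effect of over 55% in size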
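Purified P. pyralis luciferase, 10 nM final, with Km-level 10 uM D-luciferin and 10 uM ATP in 50 mM Tris acetate pH 7.5, 10 mM Mg acetate, 0.01% Tween-20, 0.05% BSA; 6-point qHTS titration about 60 µM downward; luminescence read.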
Giardia kill = Small Molecules that selectively kill Giardia lamblia: qHTS; Giardia lamblia trophozoite viability; 340,000 compounds, 0.15% hits; activity change, % at 7.66 µM, hits read low; in the data active = activity change below about -80%; inconclusive = between about -30% and that limit;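 note: parasites exposed to compound for two days anaerobically before the ATP read; % is set by controls: 0 for no effect and ±100 for the full control effect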
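Luminescent ATP signal served as the viability read-out, measured 15-30 min after adding ATP detection reagent to trophozoites that had been incubated with compounds for 48 hrs at 37 deg C anaerobically at 100 cells/well.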
uPA surface inh = qHTS for Inhibitors of Cell Surface uPA Generation | cell surface uPA generation assay, qHTS | Potency, µM (top dose mostly 38.3 µM), inactives show at the top dose activity change, negative = inhibition, actives largely listed as inhibitors | 330,000 compounds, 0.31% hits | AID 540303, 2011; active = well fitted inhibition curve with a large enough effect; inconclusive = small, poorly fitted or top-dose-only effect; inactive = no such curve, though single readings can be large or run the other way; tested in mouse RAW 264.7 cells; note: potency is the fitted concentration of half-maximal effect; % is set by controls: 0 for no effect and ±100 for the full control effect; nearly all actives have a fitted effect of over 55% in size
RORgamma inh = qHTS for inhibitors of ROR gamma transcriptional activity; Nuclear receptor ROR-gamma (Mus musculus), P51450; AID 2551, 2010; Drosophila S2 Gal4-RORgamma UAS-luciferase reporter, 20 h; Potency, µM (titrated, usually from 53.6 µM), for inactives: at the highest dose activity change, negative = inhibition, usual class: inhibitors; 310,000 compounds, 5.4% hits; note: potency is the fitted concentration of half-maximal effect; % is set by controls: 0 for no effect and ±100 for the full control effect; nearly all actives have a fitted effect of over 60% in size
Target sequence (P51450 whole entry, looked up, the tested form may be a part): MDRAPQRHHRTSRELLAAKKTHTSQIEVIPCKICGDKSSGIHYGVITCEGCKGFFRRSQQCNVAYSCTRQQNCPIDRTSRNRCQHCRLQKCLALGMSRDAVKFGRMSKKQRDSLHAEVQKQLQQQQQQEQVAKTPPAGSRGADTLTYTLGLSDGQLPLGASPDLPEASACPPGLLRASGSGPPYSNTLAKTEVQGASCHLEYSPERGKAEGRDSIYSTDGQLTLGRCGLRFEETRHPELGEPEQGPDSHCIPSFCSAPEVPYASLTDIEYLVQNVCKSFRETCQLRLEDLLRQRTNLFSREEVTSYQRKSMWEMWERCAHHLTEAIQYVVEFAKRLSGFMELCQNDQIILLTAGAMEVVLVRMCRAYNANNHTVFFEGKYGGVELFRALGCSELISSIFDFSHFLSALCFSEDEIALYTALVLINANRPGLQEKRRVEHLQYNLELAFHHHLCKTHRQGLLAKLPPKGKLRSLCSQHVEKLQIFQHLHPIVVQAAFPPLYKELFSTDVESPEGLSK
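Read-out: Photinus luciferase luminescence; inhibitors lower reporter signal. Insect Schneider cells with Gal4-ROR gamma fusion under metallothionein promoter, UAS reporter; 700 uM final copper sulfate induction, 20 hr, ambient temperature.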
Tb PFK inh = qHTS Assay to Find Inhibitors of T. brucei phosphofructokinase; T. brucei PFK, ADP-Glo luminescence; Potency, µM (highest dose often 57.5 µM), without a hit: at the top dose activity, negative = inhibition, most hits filed as inhibitors; 330,000 compounds, 0.17% hits;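 note: potency is the fitted concentration of half-maximal effect; 0% = uninhibited 1x PFK enzyme wells and -100% = no-enzyme wells; nearly all actives have a fitted effect of over 60% in size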
Target sequence (O15648 whole entry, looked up): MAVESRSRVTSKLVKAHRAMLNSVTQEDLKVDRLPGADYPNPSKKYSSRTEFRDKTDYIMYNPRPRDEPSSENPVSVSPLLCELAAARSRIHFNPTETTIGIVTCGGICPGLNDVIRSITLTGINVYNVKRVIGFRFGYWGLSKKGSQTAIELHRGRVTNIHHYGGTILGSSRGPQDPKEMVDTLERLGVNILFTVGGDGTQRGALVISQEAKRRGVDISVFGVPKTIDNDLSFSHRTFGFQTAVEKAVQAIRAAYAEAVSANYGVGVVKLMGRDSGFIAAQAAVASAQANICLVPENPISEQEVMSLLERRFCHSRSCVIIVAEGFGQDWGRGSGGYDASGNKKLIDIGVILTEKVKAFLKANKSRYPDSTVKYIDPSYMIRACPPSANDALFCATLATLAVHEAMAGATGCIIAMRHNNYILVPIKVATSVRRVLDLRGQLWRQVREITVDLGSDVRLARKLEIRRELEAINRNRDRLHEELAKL
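PFK 1.25 nM, F6P 0.5 mM, ATP 0.1 mM, 0.1 M TEA pH 8.0, 5 mM MgCl2, 0.01% Tween20, 0.1% BSA; 45 min RT. ADP-Glo readout. qHTS titration up to 57 uM; curves fitted, compounds curve-classed.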
Rab9 promoter act = qHTS Assay for Rab9 Promoter Activators; Huh7 Rab9 promoter-luciferase reporter, luminescence, 24 h; Potency, µM (series often up to 9.22 µM), for the others: top-dose activation, negative = inhibition, usual class: activators; 320,000 compounds, 2.8% hits; note: potency is the fitted concentration of half-maximal effect; % of control where 0% means no effect; nearly all actives have a fitted effect of over 60% in size
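Steps: seed 1500 Huh7 Rab9-luc cells per well, rest 2 h at 37 °C; add compound in DMSO; incubate 24 h; add luciferase reagent, 10 min ambient; read luminescence.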
ELG1 genotox = qHTS screen for small molecules that induce genotoxicity in human embryonic kidney (HEK293T) cells expressing luciferase-tagged ELG1. HEK293T ELG1-luciferase reporter, luminescence, 16 h. Potency, µM (doses to about 46 µM), without a hit: at the top dose activity change, positive = activation, actives largely listed as activators. 330,000 compounds, 1.3% hits. AID 504466, 2011; note: potency is the fitted concentration of half-maximal effect; % of control where 0% means no effect; nearly all actives have a fitted effect of over 60% in size
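Reporter readout depends on ELG1 protein level, which increases with genetic stress. After 16 hr compound exposure at 37 °C, luciferase activity was quantified using ONE-Glo.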
KCNH2 3.1 block = qHTS for Inhibitors of KCHN2 3.1: Mutant qHTS; Potassium voltage-gated channel subfamily H member 2, brain isoform KCNH2 3.1 (human); activity change, % (tested at about 1.8 µM); U2OS KCNH2 3.1, thallium flux FluxOr; hits give low values; AID 720553, 2013; 340,000 compounds, 0.95% hits;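 active = maximum activity change below -70%; inconclusive = maximum activity change from -70% to -50%; inactive = maximum activity change above -50%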;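 note: thallium influx rate constant from kinetic fluorescence after stimulation buffer; % is set by controls: 0 for no effect and ±100 for the full control effect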
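Channel expression came from 3.1 mutant virus (1.77 x 10^8 /mL) applied to suspended U2OS cells for 4 h. Flux was tracked with FluxOr dye plus Red40 quencher, and kinetic rate constants normalized to controls.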
Active calls of the source: *; ? = inconclusive; / = no result given; & = joins results of further samples; [ ] = dose if it differs, or a comment. Unless noted, calls come from the whole dose curve; as a rule, active = well fitted curve in the direction sought with a large enough effect; inconclusive = small, poorly fitted or top-dose-only effect, or another doubt; inactive = no such curve, though single readings can be large; an effect the other way counts as inactive or inconclusive. The order is random. About 14% of those tested had a hit in this group.

SMILES | VP16 counter | NPC1 promoter act | FBPA coupling cs | FLuc modulator | Giardia kill | uPA surface inh | RORgamma inh | Tb PFK inh | Rab9 promoter act | ELG1 genotox | KCNH2 3.1 block
Cc1noc(C)c1CSc1ccccc1C(=O)Nc1nccs1 | 3% | 5% | 0 | 4% | 4 | 1% | 0% | 4% | -2% | -5% | 5
CN(C)CC(C)(C)CNS(=O)(=O)c1ccc(Cl)s1 | 2% | -6% | -1 | 0% | 10 | 5% | 0% | -4% | -1% | -5% | 6
O=C(CSc1ccccc1F)OCC(=O)N1CCN(C(=O)c2ccco2)CC1 | / | -1% | / | 2% | 5 | 3% | / | -5% | 2% | 1% | 4
COc1ccc(CCNC(=O)COc2ncnc3ccccc23)cc1 | -4% | -5% | -1 | 0% | 20 | 5% | 4% | 3% | 1% | 2% | -1
O=C(O)CCCCCN1C(=O)CSC1=S | -16% | -6% | 4 | 4% | -1 | -9% | 5µM* | 0% | 0% | -5% | -3
CN(Cc1nc2ccc(Cl)cc2[nH]1)Cc1nc(-c2cnccn2)no1 | -11% | 1% | -11 | 5% | -9 | 3% | -2% | 1% | -3% | 3% | -13
CCO[C@H]1OC(C(=O)NC2CC2)=C[C@@H](c2ccc(C(F)(F)F)cc2)[C@@H]1CCCO | 18% | -4% | 2 | -2% | 4 | -12% | 20% | 1% | 1% | -7% | -1
O=C(CCC(=O)Nc1ccc(F)cc1)N/N=C/c1cc([N+](=O)[O-])ccc1O | -11% | -3% | 4 | -11% | 3 | -7% | 10µM* | 1% | -6% | -6% | 12
Cc1ccc(S(=O)(=O)N2CCC(C(=O)N/N=C/c3cccn3C)CC2)cc1 | / | / | / | / | 2 | 1% | / | 0% | / | 1% | -2
Cc1ccccc1OCC(=O)Nc1ccc2c(c1)Cc1ccccc1-2 | ? | 2% | -3 | ? | -17 | / | 23% | 8% | -3% | 0% | 2
O=C(NCc1nnc(SCC(=O)N2CCCC2)o1)c1ccco1 | 0% | -2% | 4 | -1% | -4 | -27% | -1% | -1% | -10% | -2% | -17
O=C(Nc1cc(=O)[nH]c2ncnn12)c1ccccc1F | -7% | 10% | -4 | -13% | -28 | 2% | 10% | 0% | -4% | 0% | -1
CC(=O)N1CCC(C(=O)Nc2ccc(S(=O)(=O)N3CCCC(C)C3)cc2)CC1 (stereo not given) | / | 3% | / | -1% | 7 | -4% | / | 0% | -2% | -3% | -22
COC(=O)c1cccc(N2C(=O)C(Cl)=C(N3CCOCC3)C2=O)c1 | 4% | 0% | 2 | 2% | 2 | 1% | -23% | -7% | 3% | 2% | -14
Cc1cc(C)n(/N=C/c2ccc(C(C)C)cc2)c(=O)c1C#N | ? | 0% | -11 | ? | 20 | -2% | -42% | 0% | -1% | -2% | 16
O=C(NN=C1CCCC1)c1ccccc1O | ? | -1% | 1 | ? | 11 | 1% | ? | 0% | 6% | 0% | -6
CCNc1nc2c(c(=O)n(C)c(=O)n2C)n1Cc1ccc(Cl)cc1 | 4.5µM* | -28% | -1 | 2% | 6 | ? | ? | 2% | -33%[inhibitor] | -2% | 1
COc1cc(CNC(=O)c2nc(Cn3nc(C)c(Br)c3C)no2)cc(OC)c1 | -10% | -4% | -6 | -6% | 7 | 1% | -4% | -13% | -7% | -11% | -10
Cc1cccnc1Nc1ncnc(N)c1[N+](=O)[O-] | 15% | -8% | 2 | -2% | -2 | 2% | -15% | 1% | -4% | 1% | 2
CCOc1ccccc1OCCCC(=O)ON=C(N)c1ccccc1 | / | 1% | / | -3% | 3 | 29% | / | -8% | 1% | 1% | -5
CC1(OC(=O)C2CCCC2)C(=O)C=C2C=C(c3ccsc3)N(CCCCO)C=C2C1=O (stereo not given) | 6% | -1% | -37* | 2% | -1 | 4% | 6% | 0% | -11% | -2% | -10
Cc1cc(C)nc(/N=C(\N)Nc2ccc(CC(=O)OC(C)C)cc2)n1 | ? | -20% | 2 | 2% | -7 | -11% | ? | -4% | -24% | 0% | -21
CC(C)c1nc2sc3c(NCc4ccco4)ncnc3c2c2c1COC(C)(C)C2 | -6% | -5% | -12 | 0% | -2 | -9% | 36% | -1% | 8% | -3% | -2
CCN1C(=NCCOC)N[C@@H](CCc2ccccc2)[C@H](C(=O)OC)[C@H]1C | -9%&-1% | 1%&-2% | 1&4 | 6%&-2% | -3 | 0% | -10%&-3% | 3%&0% | -4%&-5% | -3% | -6
COc1ccc(/C=N/c2nc3ccccc3n2C)cc1OC | 0% | 1% | -2 | 0.76µM* | 17 | -1% | -16% | -19% | -4% | -3% | 5
Going on with the list:
SMILES | VP16 counter | NPC1 promoter act | FBPA coupling cs | FLuc modulator | Giardia kill | uPA surface inh | RORgamma inh | Tb PFK inh | Rab9 promoter act | ELG1 genotox | KCNH2 3.1 block
Cc1cc(C)cc(NC(=O)CSc2nc3c(c(=O)n2C)SC(C)C3)c1 (stereo not given) | 3% | -1% | 1 | -1% | 5 | -7% | 18% | 0% | -4% | 5% | -2
COc1ccc(S(=O)(=O)N2CCOCC2)cc1NC(=O)CN1CCCCCC1 | -1% | -2% | 0 | -1% | 6 | 24% | 17% | 1% | -1% | 0% | -1
COc1ccc(C2CC(c3cccc(C)c3)n3nc(N)nc3N2)cc1 (stereo not given) | -27% | -5% | 2 | 10% | 15 | 16% | -21% | 0% | -2% | -1% | 2
COc1ccc(C(=O)OCn2nnc3ccccc3c2=O)cc1 | 14% | -2% | 3 | -17% | 4 | 1% | -8% | -6% | -1% | 4% | 2
N=c1oc2ccc3ccccc3c2cc1-c1nc(-c2ccccc2)cs1 | -2% | 20% | 1 | -15% | -7 | -1% | 0% | -1% | 8% | 0% | 18
COc1ccc(NC(=O)CSc2ccccc2)c(OC)c1 | 4% | ? | -4 | 27µM* | -3 | 6% | -23% | -2% | 4µM* | 15% | -3
CCN(CC)C(=O)c1ccc(O)c(OC)c1 | -12% | 1%[46.1 µM] | 3&1 | 1% | 8 | 6% | 14% | 1% | 0%[46.1 µM] | 0% | -2
Cc1ccc2c(c1)[C@H]1OCC[C@H]1[C@@H](c1ccncc1)N2 | -9% | -1% | 0 | 0% | ? | -5% | -8% | 0% | 4% | 4% | -13
O=C(CN(c1ccccc1)S(=O)(=O)c1ccc(F)cc1)N1CCCCCC1 | 2% | / | 0 | 3% | -12 | 5% | 17% | / | / | / | 15
COc1ccc(NC(=O)Nc2ccc([N+](=O)[O-])cc2)cn1 | 6% | 22% | 2 | -15% | 13 | 2% | 9% | -2% | 29% | 7% | -1
COC(=O)c1cc(Br)c(=O)n(Cc2ccc3c(c2)OCO3)c1 | -1% | -1% | 4 | -2% | 12 | -3% | -24%[10 µM] | -3% | -5% | -4% | -5
COc1ccc2c(CCNC(=O)c3ccc([N+](=O)[O-])cc3)c[nH]c2c1 | -7%[10 µM] | -1% | 1 | -12% | -12 | 3% | 11% | 4% | -2% | -8% | 14
O=C(O)COCC(=O)Nc1cc(C(F)(F)F)cc(C(F)(F)F)c1 | -1% | 1% | 7 | 0% | -17 | -10% | 34% | -2% | 0% | -2% | 15
CCCC(C)NC(=O)Cn1c(=O)c2c(ncn2CCC(C)C)n(Cc2ccccc2)c1=O (stereo not given) | -3% | -13% | 0 | 1% | -11 | -4% | 19% | 4% | 10% | 4% | -9
CC1=CC(C)(C)N(C(=O)CCl)c2cc(C)ccc21 | -9% | -2% | -1 | 4% | 7 | 1% | -17% | -1% | -9% | -5% | 7
Cc1csc(NC(=O)c2ccc3c(c2)OCO3)n1 | -23% | ? | -1 | 3.4µM* | -5 | -1% | ? | 10% | 18% | ? | -12
O=C(N/N=C/c1ccccc1)c1[nH]ncc1Br | -17% | ? | -5 | 11µM* | 1 | -5% | 5% | -11% | 3.2µM* | 15µM* | 13
COc1cccc(N2CCN(c3ccc(S(=O)(=O)N4CCN(C)CC4)cc3[N+](=O)[O-])CC2)c1 | / | / | / | / | 5 | -6% | / | 4% | / | 1% | -5
Cn1c(CN(O)S(=O)(=O)c2ccc(Cl)cc2)nnc1C(F)(F)F | 11% | 3% | 0 | 5% | 8 | 6% | -25% | 1% | 10% | 0% | 11
COc1cccc(-c2nc(CS(=O)(=O)CC(=O)NC3CCCC3)c(C)o2)c1 | 7% | -2% | -2 | -3% | -6 | 0% | 40% | 2% | 0% | -2% | -14
